Screening data from PubChem BioAssay.
PAX8 reporter – inhibitors of PAX8-driven TPO luciferase reporter, primary screen, RMG-I cells, single concentration. 360,000 compounds, 1.2% hits. AID 652154, 2013. SteadyGlo, 24 h. inhibition, % at 12.6 µM;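 active = mean replicate inhibition at least 60% with every replicate also reaching 60%; inconclusive = only one of the two criteria is met; inactive = mean below 60% and not all replicates reaching 60%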;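 also: luciferase light reporting Pax8 driven TPO promoter activity; plate controls were median of neutral control wells for no effect and mitoxantrone controls for full effect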
DENV2 CPE rescue – inhibitors of DENV2 cytopathic effect, primary screen, cell-based, plate reader, single concentration; DENV2-infected cells, cytopathic effect rescue; AID 651640, 2012; CPE inhibition, % at 9.99 µM; 350,000 compounds, 1.7% hits; in the data active = CPE inhibition above about 20%, passing the limit was not always enough; inconclusive = no clear call, values can overlap the other calls; tested in BHK-21 cells;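 also: 0% = median of neutral control wells and 100% = median of positive control wells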
EWS-Fli inh – EWS/Fli-driven NR0B1 reporter inhibitors, primary screen, A673 cells, NR0B1 luciferase, luminescence, MLPCN library; viability-normalised; inhibition, % at 12.6 µM; 350,000 compounds, 0.67% hits; AID 651661, 2012;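 active = mean inhibition of at least 50% after viability correction, with every replicate also passing that limit; inconclusive = mean reaches 50% but only one of two replicates passes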;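 also: firefly luciferase signal divided by Alamar Blue viability fluorescence both relative to DMSO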
INS-1E GSIS act – GLuc luminescence reporter in INS-1E cells, primary screen for activators of glucose-dependent secretion of insulin; activation, % at 16.6 µM; 370,000 compounds, 0.61% hits; INS-1E GLuc reporter insulin secretion, 2-3 h;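 active = lowest replicate activation of at least 40%, so every replicate reaches that level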;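 also: 0% = median of neutral control wells and 100% = median of IBMX positive control wells; some compounds called inactive have numbers as strong as hits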
XiGFP reactiv – activators of inactive X chromosome reactivation, primary screen, imaging, XiGFP fibroblasts, GFP high-content imaging, set 2; XiGFP mouse fibroblasts, % GFP-positive cells imaging, 3 d; cells co-treated with 5-aza-dC sensitizer; scaled so ellipticine positive control = 100%; 360,000 compounds, 0.055% hits; activation, % at 7.58 µM; AID 743238, 2013;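 active = mean normalized replicate activation at least 10% and every replicate at or above 10%; inconclusive = only one of the two criteria met; inactive = mean below 10% and not all replicates reach 10%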;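 also: 0% = median of on-plate neutral control wells and 100% = ellipticine 6 µM median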
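Material: SV40-immortalized XiGFP fibroblast cells, line 68-5-11 | Buffer or medium: DMEM containing 5-aza-dC | Dosing: One concentration, pinned | Times: 3 d treatment, 15 min room-temperature fixation | Controls: Ellipticine 6 µM positive control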
ERp5 inh – inhibitors of ERp5-driven insulin aggregation, primary screen, biochemical, turbidity, absorbance 650 nm, single point; Protein disulfide-isomerase A6 (Homo sapiens), Q15084; 90 min; inhibition, % at 9.99 µM; 350,000 compounds, 0.05% hits; AID 651711, 2012;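 active = mean replicate inhibition above about 25%, with every replicate also reaching it, limit read from the data, passing the limit was not always enough; inconclusive = only one of those two criteria met; inactive = neither criterion met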
Target sequence (Q15084 whole entry, looked up): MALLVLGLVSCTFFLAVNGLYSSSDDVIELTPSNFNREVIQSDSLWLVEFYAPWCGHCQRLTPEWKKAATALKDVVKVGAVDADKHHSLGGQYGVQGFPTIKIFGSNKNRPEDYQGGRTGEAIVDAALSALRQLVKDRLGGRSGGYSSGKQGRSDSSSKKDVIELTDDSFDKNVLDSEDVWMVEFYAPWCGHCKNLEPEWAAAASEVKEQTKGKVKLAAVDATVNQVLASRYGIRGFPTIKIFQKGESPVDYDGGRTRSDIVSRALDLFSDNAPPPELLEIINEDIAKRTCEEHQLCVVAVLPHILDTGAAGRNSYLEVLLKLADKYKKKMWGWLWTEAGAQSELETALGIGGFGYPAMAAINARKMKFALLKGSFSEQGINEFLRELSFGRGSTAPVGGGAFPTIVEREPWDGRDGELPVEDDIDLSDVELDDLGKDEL
ARNT TACC3 PPI – disruptors of ARNT/TACC3 protein interaction, primary screen, biochemical, AlphaScreen, single concentration; Transforming acidic coiled-coil-containing protein 3 (Homo sapiens), Q9Y6A5; AlphaScreen His-ARNT PAS-B/GST-TACC3 binding, luminescence; TACC3 fragment carries E629A point mutation; inhibition, % at 9.99 µM; 390,000 compounds, 0.66% hits;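 active = mean inhibition of replicates at least 50% and at least half of replicates each reaching 50%; inconclusive = half or more replicates reach 50% but mean below 50%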;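 also: 0% = complete ARNT plus TACC3 wells and 100% = ARNT alone without TACC3; many hits fall short of the cut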
F508del corr – F508del CFTR correction, initial screen, CFBE line, single point; AID 720511, 2013; 350,000 compounds, 0.36% hits; CFBE cells, YFP halide quenching; stimulated with forskolin plus potentiator P3; % fluorescence drop versus neutral controls; activity (quench increase), % at 7.58 µM;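 active = mean added fluorescence quench of at least 8% versus neutral control, with both replicates also reaching 8%; inconclusive = only one of the mean or replicate conditions met; inactive = mean below 8% and not both replicates reaching 8%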;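 also: cells transiently co-express mutant CFTR-F508del with the halide-sensitive YFP; corrector assay measuring rescue of mutant channel to the surface after 24 h compound exposure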
Numbers without * were called inactive; ? = inconclusive; . = no result given; & = joins results of further samples. The order is random. Share with any hit: about 4.2%.

SMILES	PAX8 reporter	DENV2 CPE rescue	EWS-Fli inh	INS-1E GSIS act	XiGFP reactiv	ERp5 inh	ARNT TACC3 PPI	F508del corr
CCOC(=O)c1c(NC(=O)C(C)OC(=O)c2ccc(NC(=O)CC#N)cc2)sc2c1CCCC2 (stereo not drawn)	1	-8	5	10	-0.1	4	21	-2.6
O=C1COc2ccc(C(=O)COC(=O)C3CC(O)CN3S(=O)(=O)c3ccc(Cl)cc3)cc2N1 (stereo not drawn)	-3	-6	-10	-7	0.0	-3	-4	1.2
Cc1ccc([C@@H]2CC(=O)[C@@H]3CN(S(=O)(=O)c4ccccc4C)[C@H](c4ccc(Cl)cc4)C[C@@H]3N2S(=O)(=O)c2ccc(C)cc2)cc1	15	-1	-8	5	0.0	-10	.	-11
COc1ccc(-n2c3c(c(=O)[nH]c2=O)C(NS(=O)(=O)c2ccc(Cl)cc2)(C(F)(F)F)C(=O)N3)cc1 (stereo not drawn)	-6	6	-5	55*	-0.1	-1	0	1.2
O=C(Nc1cc(S(=O)(=O)Nc2ccc(Cl)cc2)ccc1O)c1ccc(S(=O)(=O)N2CCCCCC2)cc1	8	-6	12	2	0.0	1	-7	-1.4
CCOC(=O)C(=CNc1ccc(S(N)(=O)=O)cc1)C(=O)OCC	15	2	4	15	0.0	2	3	1.4
O=C(c1cc(C(=O)N2CCOCC2)c2nc3ccccc3n2c1)c1cc(Cl)cc(Cl)c1O	3	-5	6	7	0.2	0	5	1.7
O=C(O)Cc1sc(Nc2ccccc2)nc1-c1ccc(Cl)cc1	-169	-2	-85	-9	0.0	6	-28	-1.8
CC(C)C[C@@H](CN1CCC[C@H]1CN1C(=O)C(=O)NC[C@@H]1Cc1ccccc1)N1C[C@H](Cc2ccccc2)N(CCc2ccccc2)C(=O)C1=O	17	-3	17	-12	-0.2	2	.	0.1
CCCCn1c(N)c(N(CCC(C)C)C(=O)CSc2nnc(Nc3ccccc3)s2)c(=O)[nH]c1=O	-20	7	-23	-1	0.3	2	-10	0.5
Cc1cc(C)c[n+](-c2[nH]c(=O)sc2/C=N/NC([S-])=Nc2ccccc2)c1	25	-21	4	-22	-0.1	-1	9	-0.3
CSc1ccccc1C(=O)C1CCCN(C(=O)c2cc(C(C)C)no2)C1 (stereo not drawn)	25	-6	-13	-29	0.1	-74	-2	-2.4
COc1ccccc1-c1noc2ncnc(Nc3cccc(C)c3C)c12	3	2	1	0	0.1	2	-11	2.8
CC(=O)c1cccc(NC(=O)N2CCCC2C(=O)Nc2ccc3c(c2)OCCO3)c1 (stereo not drawn)	5	2	2	-12	0.2	-3	.	-0.9
CC1CCCCN1C(=O)CCNS(=O)(=O)c1ccc2c(c1)c(=O)n(C)c(=O)n2C (stereo not drawn)	4	0	.	25	0.0	-5	5	-0.2
CCc1ccnc(NC(=O)NS(=O)(=O)c2ccc(C)cc2)c1	-6	1	-22	-6	0.2	-5	-1	2.0
CCOC(=O)C1=CN(CC)S(=O)(=O)NC1c1ccc(F)c(Cl)c1 (stereo not drawn)	-3	-11	12	6	-0.1	2	1	3.6
COc1ccc(CCNC(=O)Nc2nc(C(N)CCc3ccccc3)cs2)cc1OC (stereo not drawn)	-11	2	6	-36	-0.1	3	.	0.9
C[C@H](CO)N1C[C@H](C)[C@H](CN(C)S(C)(=O)=O)Oc2ccc(NC(=O)Nc3ccc(F)cc3)cc2CC1=O	-6	-5	-1	-5	0.2	1	-6	-1.7
Cc1c(C(=O)N(C)Cc2nc3ccccc3c(=O)[nH]2)oc2ccccc12	38	2	42	6	0.4	2	1	1.1
COC(=O)c1cc2c(c3c4cc(C)ccc4n(S(=O)(=O)c4cccc(C)c4)c13)C(=O)N(Cc1ccc(N(C)C)cc1)C2	-16	-2	-33	.	0.0	-1	.	-0.6
C=C(C)Cn1c2ccc(NC(=O)NCCc3cccs3)cc2c(=O)n1C	0	-4	-28	-15	-0.1	-5	.	-3.8
Cc1csc(CNC(=O)C2CCC(=O)N(CCCc3ccccc3)C2)n1 (stereo not drawn)	-1	-1	4	4	0.2	1	0	4.5
COc1ccc(NC2=CC(=S)NC(C)(C)C2)cc1	-24	9	10	3	8.2	4	26	-0.6
CC1=C(C(=O)OCc2ccccc2)C(c2ccccn2)c2c(n(C)c(=O)n(C)c2=O)N1 (stereo not drawn)	11	4	19	-7	0.2	-4	-1	4.6

Part of the list above in order of heavy-atom count, smallest number first.
SMILES	PAX8 reporter	DENV2 CPE rescue	EWS-Fli inh	INS-1E GSIS act	XiGFP reactiv	ERp5 inh	ARNT TACC3 PPI	F508del corr
O=C(c1cc(C(=O)N2CCOCC2)c2nc3ccccc3n2c1)c1cc(Cl)cc(Cl)c1O	3	-5	6	7	0.2	0	5	1.7
O=C1COc2ccc(C(=O)COC(=O)C3CC(O)CN3S(=O)(=O)c3ccc(Cl)cc3)cc2N1 (stereo not drawn)	-3	-6	-10	-7	0.0	-3	-4	1.2
COc1ccc(-n2c3c(c(=O)[nH]c2=O)C(NS(=O)(=O)c2ccc(Cl)cc2)(C(F)(F)F)C(=O)N3)cc1 (stereo not drawn)	-6	6	-5	55*	-0.1	-1	0	1.2
C[C@H](CO)N1C[C@H](C)[C@H](CN(C)S(C)(=O)=O)Oc2ccc(NC(=O)Nc3ccc(F)cc3)cc2CC1=O	-6	-5	-1	-5	0.2	1	-6	-1.7

Continuation.
SMILES	PAX8 reporter	DENV2 CPE rescue	EWS-Fli inh	INS-1E GSIS act	XiGFP reactiv	ERp5 inh	ARNT TACC3 PPI	F508del corr
O=C(Oc1ccc2ccc(O)cc2c1)c1ccccc1Cl	-125	12	-6	14	0.0	1	0	-1.6
C=CC1=CCN(S(=O)(=O)C(C)(C)C)[C@@H]1CCO	-2	7	-7	3	0.9	-3	.	-3.5
O=C(NC1CC1)c1ccc2sc([C@H]3C[C@H](O)[C@@H](CO)O3)nc2c1	-11	2	3	1	0.0	3	.	-4.3
CC(C)CCNC(=O)c1ccc2c(c1)N(Cc1ccccc1)C(=O)CS2=O (stereo not drawn)	7	3	-6	-23	0.3	0	-30	-0.6
N#Cc1cnn(-c2ccccc2)c1NC(=O)c1ccccc1F	2	?	-12	-5	-0.7	2	0	0.4
O=C(CSc1nnc(-c2ccccc2)c(-c2ccccc2)n1)NCC1CCCO1 (stereo not drawn)	-4	?	4	.	0.0	8	5	0.1
CC(C)COP(=O)(OCC(C)C)C(O)c1ccc2c(c1)OCO2 (stereo not drawn)	1	0	3	-6	-0.1	-2	-7	-0.4
Cc1ccc(S(=O)(=O)N(C)C[C@H]2Oc3ccc(NS(=O)(=O)c4c(C)noc4C)cc3CC(=O)N([C@@H](C)CO)C[C@@H]2C)cc1	-6	14	9	5	-0.2	1	13	-2.9
COCC(=O)N1CC2(C1)CN(C(=O)c1ccccn1)[C@@H](CO)c1c2c2ccc(OC)cc2n1C	.	-7	1	-14	0.0	.	.	-0.3
CC1(C)N=C(N)N=C(N)N1c1cc(Cl)ccc1Cl	1	5	-1	.	0.0	3	.	.
COc1ccc(C(C)=O)cc1Cn1c(C)c(C(=O)NCc2ccc3c(c2)OCO3)sc1=O	14	-7	3	-7	0.1	1	.	-3.0
COc1ccc(N(C(=O)c2ccc(Br)o2)C2C=CS(=O)(=O)C2)c(OC)c1 (stereo not drawn)	-17	.	4	9	0.0	2	-1	-0.5
O=C(N/C(=C\c1cccnc1)C(=O)N1CCOCC1)c1ccco1	-19	11	10	5	0.0	1	-3	.
O=C(O)/C(=C\c1cccc(F)c1)c1ccc(S(=O)(=O)N2CCCC2)s1	-10	14	4	.	-0.4	-3	-8	-0.8
CC(C)(C)c1ccc(C(=O)Nc2ccc(C(=O)N3CCOCC3)cc2)cc1	-14	9	11	-3	0.0	2	2	-1.9
Cc1c(NC(=O)c2ccc(S(=O)(=O)N(C)c3ccccc3)cc2)c(=O)n(-c2ccccc2)n1C	-10	9	4	-6	0.0	1	-9	-0.6
Cc1ccc(-n2nc3c(c2NC(=O)CCC2CCCCC2)CS(=O)C3)cc1 (stereo not drawn)	9	-4	-1	.	0.1	-1	-4	-1.1
O=C(Nc1cccc(F)c1)C1CCN(C(=O)c2ccc(Cl)cc2)CC1	17	.	.	0	0.1	.	-4	.
Cc1noc(C)c1S(=O)(=O)N1CCN(S(=O)(=O)c2ccccc2C#N)CC1	13	?	0	8	0.3	6	-3	-2.1
COc1ccc(C/C(C)=N\NC(=O)c2cn(C)c3ccccc23)cc1OC	-2	-3	7	-1	-0.1	-7	4	1.0
O=C(Nc1cccc([N+](=O)[O-])c1)N(c1ccccc1)c1ccccc1	9	1	6	5	0.1	3	10	-2.6
C[C@@H]1CN([C@H](C)CO)C(=O)CCCn2cc(nn2)CO[C@H]1CN(C)C(=O)Nc1ccccc1	-9&-30	0&-1	-1&-2&-4	-6&1	0.0&0.0	4&-7	-5	-5.2&0.2&0.2
C[C@H]1CN([C@@H](C)CO)C(=O)c2cccc(N(C)C)c2O[C@@H]1CN(C)S(C)(=O)=O	-8	-13	0	32	-1.4	0	-11	-0.9
CN(C)C1(CNC(=S)Nc2ccccc2C(F)(F)F)CCCCC1	3	-4	9	7	-0.2	-4	1	1.1
C=CCn1c(=O)n(C(=O)OCC)c2cc(Br)ccc21	-11	8	5	15	0.1	3	5	2.2
F[B-](F)(F)c1cnc2ccccc2c1	6	26*	0	26	?	7	-1	-0.9

Full records, quoted from the list. Order of screens: PAX8 reporter | DENV2 CPE rescue | EWS-Fli inh | INS-1E GSIS act | XiGFP reactiv | ERp5 inh | ARNT TACC3 PPI | F508del corr
Record of `CC(C)(C)c1ccc(C(=O)Nc2ccc(C(=O)N3CCOCC3)cc2)cc1` → -14 | 9 | 11 | -3 | 0.0 | 2 | 2 | -1.9
Record of `CC(C)COP(=O)(OCC(C)C)C(O)c1ccc2c(c1)OCO2` (stereo not drawn) → 1 | 0 | 3 | -6 | -0.1 | -2 | -7 | -0.4
Record of `COCC(=O)N1CC2(C1)CN(C(=O)c1ccccn1)[C@@H](CO)c1c2c2ccc(OC)cc2n1C` → . | -7 | 1 | -14 | 0.0 | . | . | -0.3
